# TbHK1 inh: blocks Trypanosoma brucei hexokinase 1 activity; inhibition, % at 10 µM; hit rate 0.11% among 220,000; recombinant TbHK1, G6PDH-coupled NADH A340;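 active = inhibition of 50% or more in the single-dose primary screen; inactive = inhibition below 50%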
# EP2 antag: inhibitors of human EP2 prostaglandin E2 receptor; P43116; C6 glioma cells expressing human EP2, cAMP TR-FRET; cells stimulated with saturating PGE2; inhibition, % at 25 µM; hit rate 0.52% among 260,000; AID 1422;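 active = percent inhibition above 40 after rounding to a whole number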;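 also: rat C6 glioma host cells with rolipram phosphodiesterase inhibitor present; the protocol text gives 20 µM as final concentration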
# EP2 modulator: modulators of human EP2 prostaglandin E2 receptor; P43116; EP2-expressing cells, cAMP HTRF FRET, PGE2 co-stimulation; induction, % at 25 µM; hit rate 0.83% among 260,000;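 active = compounds whose cAMP rise, as percent of the full-agonist control response, exceeds 60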;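 also: rat C6 glioma line stably carrying human EP2 under a CMV promoter; the protocol text gives 20 µM as final concentration; 100% = response of wells given 1 µM PGE2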
# eIF4E-4G inh: eIF4E/eIF4G interaction inhibition in translation initiation | P63073+Q04637 | TR-FRET eIF4E-eIF4GI(517-606) binding, 2 h | inhibition, % at 21.7 µM | hit rate 0.37% among 220,000 | AID 782;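 active = inhibition above about 30%, limit read from the data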;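 also: 0% = full FRET control wells and 100% = background wells lacking eIF4GI fragment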
# zVAD death inh: blocks zVAD induced death of L929 cells. AID 1377. viability rescue, % at 10 µM. L929 zVAD necroptosis rescue, ATP luminescence, 24 h; with zVAD 60 µM. hit rate 0.38% among 220,000;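 active = activation, scaled between plate controls, above about 75%, limit read from the data; inactive = activation under that limit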;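 also: 0% = zVAD with DMSO and 100% = DMSO alone without zVAD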
# Calpain2 inh: calpain II (pig) inhibition; purified calpain II, fluorogenic peptide substrate, 30 min; inhibition, % at 16 µM; hit rate 0.37% among 220,000; AID 1236;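 active = inhibition above about 50%, limit read from the data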
# Hck-Nef inh: blocks Nef-activated human Hck kinase; Recombinant Hck-YEEI plus Nef, Z-Lyte FRET kinase assay; inhibition, % at 20 µM; hit rate 0.68% among 220,000;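 active = Hck-Nef kinase inhibition above about 50%, limit read from the data; inactive = inhibition below that limit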;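 also: 0% = DMSO with Hck plus Nef and 100% = Hck alone without Nef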
# Target sequence (P08631 whole entry, looked up): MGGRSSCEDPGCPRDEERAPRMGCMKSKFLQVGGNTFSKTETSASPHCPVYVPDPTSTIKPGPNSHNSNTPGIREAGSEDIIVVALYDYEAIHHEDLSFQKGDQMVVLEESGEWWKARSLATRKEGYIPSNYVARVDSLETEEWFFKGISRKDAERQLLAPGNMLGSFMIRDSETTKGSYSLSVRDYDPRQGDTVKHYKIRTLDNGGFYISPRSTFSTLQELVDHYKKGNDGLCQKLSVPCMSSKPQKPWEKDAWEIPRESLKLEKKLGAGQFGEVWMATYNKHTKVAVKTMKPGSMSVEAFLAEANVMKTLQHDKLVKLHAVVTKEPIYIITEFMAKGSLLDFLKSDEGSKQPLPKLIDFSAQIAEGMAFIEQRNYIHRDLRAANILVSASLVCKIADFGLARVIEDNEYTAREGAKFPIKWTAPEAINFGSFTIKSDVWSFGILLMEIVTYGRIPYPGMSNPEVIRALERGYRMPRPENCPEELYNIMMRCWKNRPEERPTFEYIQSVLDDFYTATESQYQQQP
# 14-3-3 Bad PPI: disrupts binding of bovine 14-3-3 zeta to phospho-Bad peptide. P63103. TR-FRET 14-3-3zeta/Dy647-pBad peptide displacement, 1 h. inhibition, % at 21.7 µM. hit rate 0.71% among 220,000. AID 781;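 active = inhibition above about 70%, limit read from the data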;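 also: 0% = full 14-3-3 plus peptide FRET controls and 100% = background without 14-3-3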
# Target sequence (P63103 whole entry, looked up): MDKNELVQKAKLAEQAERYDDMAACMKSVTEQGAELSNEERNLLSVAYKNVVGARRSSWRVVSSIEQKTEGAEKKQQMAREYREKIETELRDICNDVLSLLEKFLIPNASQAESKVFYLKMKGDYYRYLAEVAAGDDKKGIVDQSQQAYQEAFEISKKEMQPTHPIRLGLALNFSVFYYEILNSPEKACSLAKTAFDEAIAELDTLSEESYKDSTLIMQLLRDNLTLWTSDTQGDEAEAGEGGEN
# Rad51 HR inh: Rad51 (human) homologous recombination inhibition. hit rate 0.085% among 200,000. AID 1385. inhibition, % at 10 µM. hRad51 DNA strand exchange, fluorescence dequenching. Q06609;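 active = inhibition above 40% at the single screening dose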;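 also: 0% = DMSO control wells and 100% = blanks with heterologous ssDNA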
# Target sequence (Q06609 whole entry, looked up): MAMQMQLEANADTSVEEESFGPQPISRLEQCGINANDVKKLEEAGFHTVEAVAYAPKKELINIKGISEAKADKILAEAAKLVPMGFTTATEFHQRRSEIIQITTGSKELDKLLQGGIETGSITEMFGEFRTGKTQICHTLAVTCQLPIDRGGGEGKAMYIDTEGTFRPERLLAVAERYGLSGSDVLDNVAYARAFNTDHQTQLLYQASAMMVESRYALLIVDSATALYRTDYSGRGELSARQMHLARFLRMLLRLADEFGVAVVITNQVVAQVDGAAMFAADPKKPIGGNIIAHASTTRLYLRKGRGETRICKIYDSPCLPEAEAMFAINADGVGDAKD
#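 Read-out basis: percent inhibition relative to plate controls and blanks / Assay system: human Rad51 nucleoprotein filaments preassembled on unlabelled ssDNA / Timing: filaments 15 min 37 °C, then compound 30 min / Control set: per-plate controls and blanks / Technique: fluorescence dequenching at 485/520 nm / Compound: 10 µM final, single point / Also added: Fluorescein- and BHQ1-tagged 47-mer duplex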
# An asterisk follows results filed as active; i = inactive; nt = no result given; & = joins results of further samples; [ ] = another dose, or the depositor's remark. An excerpt, so the mix of outcomes need not match the whole.
# Results follow in this order: TbHK1 inh, EP2 antag, EP2 modulator, eIF4E-4G inh, zVAD death inh, Calpain2 inh, Hck-Nef inh, 14-3-3 Bad PPI, Rad51 HR inh
O=c1c2ccccc2nc2c3ccccc3c(Cl)nn12
 : -11, 4, 10, 1, 1.5, -57, 19, -6, 9
O=C(CCN1CCOCC1)c1ccc(Br)cc1
 : 0, 15&13, -53&32, 3, 4.2, -31, 18, 3, 3
O=C(CSc1ncnc2c1cnn2-c1ccc(Cl)cc1)NCc1ccc2c(c1)OCO2
 : 2, 8, 21, 0[fluorescence artefact?], 0.3, 9, 2, -10[fluorescence artefact?], -7
O=[N+]([O-])c1ccccc1CNC(Cc1ccccc1)c1ccccc1 (stereo not given)
 : 0, 4, 54, -6[fluorescence artefact?], 0.0, 13, 1, 0[fluorescence artefact?], 6
Cn1c(=O)c2nc3ccccc3nc2n(C)c1=O
 : -20, 9, 7, 17, 14, -51, 20, 22, -7
CN1CCN(NC(=O)c2cccc(F)c2)CC1
 : 3, 14, 13, 8, 0.4, -10, 1, 12, -7
COc1cccc(C2(O)CCN(CC(=O)NCC3CC3)CC2)c1
 : 4, 7&6, 1&-4, 1, 0.8, -24, -53, 26, -48
CC(C)c1nnc(NC(=O)CCC(=O)NCc2ccco2)s1
 : 2, -4, 6, -1[fluorescence artefact?], 0.3, 21, 0, -4[fluorescence artefact?], -4
COCCOc1ccc(C(F)(F)F)cc1N
 : 6, 10, 18, -1, 5.1, 1, 14, -15, 0
Cc1cc(C)cc(OCC(=O)O/N=C(\N)c2cccnc2)c1
 : -6, 9, 3, 3, 1.4, 9, 15, -2, 7
COc1cc(/C=N/NC(=O)c2sc(N)c(C#N)c2C)cc(Br)c1O
 : -7, nt, -2, 2, 99*, -169, 34, 5[fluorescence artefact?], nt
CC(Sc1ncnc2ccccc12)C(=O)Nc1ccc2c(c1)OCCO2 (stereo not given)
 : -9, 10, 4, 4[fluorescence artefact?], 0.6, 10, -3, -3, -2
c1cnc(SCCOc2ccc3c(c2)CCC3)nc1
 : 5, 3, 14, 0, -0.6, 3, 0, 5, -9
COc1cccc2c(=O)n(CC(=O)NCCc3ccccc3)ccc12
 : -16, 8, -17, 1, 0.4, 8, 11, 10, -25
O=C(c1cc2ccccc2oc1=O)N1CCN(C(=O)C2CCCO2)CC1 (stereo not given)
 : -10, 8, 18, 5, -0.6, 14, 7, -8, -11
CC1CN(C(=O)COC(=O)[C@@H]2CC(O)CN2S(=O)(=O)c2ccc3c(c2)OCCO3)CC(C)O1 (stereo not given in full)
 : 0, 2, 2, 4, 1.2, 3, 5, 3, -11
O=C(Nc1ccc(N2CCOCC2)c(F)c1)c1ccncc1
 : -8, 10, -3, 2, 0.1, 22, -1, -6, 0
COc1ccc(C(=O)NNC(=S)NC(=O)C(C)(C)C)cc1
 : -4, 11, -44, 3, 11, -2, 12, -19, 7
Cc1nn(C)c(Cl)c1CN1CCCC(CO)(Cc2ccccc2)C1 (stereo not given)
 : 3, 1, -9, -2, -0.3, -2, 4, -3, 12
O=c1[nH]c2ccsc2c(=O)n1-c1ccc(F)cc1
 : -6, 5, 14, -2, 1.0, 3, 0, 8, 1
O=C1c2ccccc2C(Nc2ccc(S(=O)(=O)N3CCOCC3)cc2)N1Cc1ccco1 (stereo not given)
 : -1, 10, 14, -1, 0.6, -20, 1, -3, -5
COc1ccc(CCNC(=O)c2cc(-c3cc(C)ccc3O)n[nH]2)cc1OC
 : 2, 5, -46, 5, 0.3, -19, -13, 0[fluorescence artefact?], -1
COc1ccc(Nc2nc3nonc3nc2N2CCCCC2)cc1
 : -41, 6, -12, -3, 0.1, -4, 20, 2, nt
COc1cc2nc(Cl)nc(NCCO)c2cc1OC
 : -13, 7, 6, 5, 0.2, 15, 3, 19, -13
Cc1ccc(NC(=O)C(C)N2CCCC2)cc1Cl (stereo not given)
 : -2, 7, 1, 3, 0.0, -20, 9, -12, 13
Cc1onc(-c2ccccc2)c1C(=O)N/N=C/c1cccc(O)c1
 : -6, 4, 3, -3, -0.5, 16, 0, -9, -2
COc1ccc(C(CNC(=O)Cc2c(F)cccc2Cl)N2CCCCC2)cc1 (stereo not given)
 : -2, 6, 33, -1, 0.0, -22, -4, -8, 18
COc1ccc(-c2onc(C)c2-c2ccccc2)c(O)c1
 : -7, 18, 13, -2, 0.2, -49, 0, -6, 4
COc1ccc2[nH]c3ccc(OC)cc3c2c1
 : -1, 6, 1, 1, 4.8, -29, 3, 10, -8
O=C(COC(=O)c1n[nH]c2ccccc12)c1cc(F)ccc1F
 : 6, 1, -46, 1, 0.3, 4, 20, -8, 2
CCOC(=O)COc1cccc2c(=O)n(CC(=O)N3CCCc4ccccc43)ccc12
 : -4, 11, -44, -3, 0.2, -30, 3, 12, -3
COc1cc(C(=O)NCCCn2ccnc2)cc(OC)c1OC
 : -5, 7, -9, 4, 1.5, -10, 16, 1, 5
Cc1ccc(-c2ccc(/C=N/NC(=S)Nc3ccccc3)o2)cc1[N+](=O)[O-]
 : 0, 1, 16, -12, 0.9, -22, 3, -3, -8
N#CC(c1nc2ccccc2nc1N1CCCC1)S(=O)(=O)c1ccccc1 (stereo not given)
 : -2, 6, 22, 1, 2.2, i, 10, 37, -43
Cc1noc(C)c1-c1nc(CSc2ccc(Cl)cc2)no1
 : -4, 7, 14, 6, -0.1, 4, 9, -10, nt
Cc1cc(Oc2ccccc2)nc(N)n1
 : 6, 8, 7, nt, 0.7, -6, 8, nt, -3
COc1ccc(C(=O)/C=C/Nc2cc(C)on2)cc1
 : -79, -6, -13, 2, -0.4, -7, 9, -17, 0
CCCCCn1c(=O)[nH]c2cc(C(=O)N3CCN(CC)CC3)ccc2c1=O
 : -13, 5, 0, 6[fluorescence artefact?], -0.4, -23, -2, -4, 8
COc1cccc(C(=O)COC(=O)c2ccc(NC(=O)c3ccccc3)cc2)c1
 : -3, 6, nt, nt, 0.4, nt, -1, nt, -5
CN1CCN(C(c2cccc(C(F)(F)F)c2)c2nnnn2C(C)(C)C)CC1 (stereo not given)
 : 1, -11, -7, 8, -0.2, 22, 1, 5, -4
CCN1CCN(CCNC(=O)c2ccc3c(c2)N(Cc2ccc(F)cc2)C(=O)/C(=C/c2ccccc2)S3)CC1
 : -8, 21, -44, 37*, -3.4, -133, 33, 52, 27
C=CCN1C(=O)S/C(=C\c2ccc(N3CCOCC3)cc2C)C1=O
 : -20, 8, -11, 8, 0.4, -29, 6, -15, -10
Cc1ccc(-n2cc(CN(C)Cc3nccn3C)c(-c3cccc(C)c3)n2)cc1
 : -1, 7, 27, -3, -0.1, -19, 17, 1, -6
CCOC(=O)c1cc(C#N)c(Oc2ccccc2)nc1-c1ccccc1
 : 1, 6, 58, 2, 0.8, 35, -1, -2, -5
Cn1c(Cn2c(=O)sc3ccccc32)nnc1SCC(=O)Nc1ccccc1F
 : 3, 4, 5, -2, 1.1, 8, -7, 6, -6
O=C(c1ccccc1F)N1CCN(c2ncccn2)CC1
 : 5, 17, 7, 4[fluorescence artefact?], 0.3, -2, 0, -10[fluorescence artefact?], -2
Fc1ccc2[nH]c3c(N4CCc5ccccc5C4)ncnc3c2c1
 : -1, 3, -35, 2, 0.3, 1, 7, 16, -11
CCCOc1ccc(Cn2c(=O)oc3ccc(C)cc32)cc1OC
 : 3, 7, -63, -1[fluorescence artefact?], -0.1, -2, -1, -2, 6
Cn1c(=O)c2c(nc(CN3CCc4ccccc4C3)n2Cc2ccccc2F)n(C)c1=O
 : -9, 8, 26, 3, -1.2, 13, 3, -2, 0
COc1ccc(CCNC(=O)CSCC(=O)Nc2ccccc2)cc1OC
 : -7, 4, 8, -3, -0.5, -12, 17, 3, nt

# Exported comma-delimited: 11 of the compounds above.
Structure,TbHK1 inh,EP2 antag,EP2 modulator,eIF4E-4G inh,zVAD death inh,Calpain2 inh,Hck-Nef inh,14-3-3 Bad PPI,Rad51 HR inh
CCCCCn1c(=O)[nH]c2cc(C(=O)N3CCN(CC)CC3)ccc2c1=O,-13,5,0,6[fluorescence artefact?],-0.4,-23,-2,-4,8
COc1cccc(C(=O)COC(=O)c2ccc(NC(=O)c3ccccc3)cc2)c1,-3,6,nt,nt,0.4,nt,-1,nt,-5
CN1CCN(C(c2cccc(C(F)(F)F)c2)c2nnnn2C(C)(C)C)CC1 (stereo not given),1,-11,-7,8,-0.2,22,1,5,-4
CCN1CCN(CCNC(=O)c2ccc3c(c2)N(Cc2ccc(F)cc2)C(=O)/C(=C/c2ccccc2)S3)CC1,-8,21,-44,37*,-3.4,-133,33,52,27
C=CCN1C(=O)S/C(=C\c2ccc(N3CCOCC3)cc2C)C1=O,-20,8,-11,8,0.4,-29,6,-15,-10
Cc1ccc(-n2cc(CN(C)Cc3nccn3C)c(-c3cccc(C)c3)n2)cc1,-1,7,27,-3,-0.1,-19,17,1,-6
CCOC(=O)c1cc(C#N)c(Oc2ccccc2)nc1-c1ccccc1,1,6,58,2,0.8,35,-1,-2,-5
Cn1c(Cn2c(=O)sc3ccccc32)nnc1SCC(=O)Nc1ccccc1F,3,4,5,-2,1.1,8,-7,6,-6
O=C(c1ccccc1F)N1CCN(c2ncccn2)CC1,5,17,7,4[fluorescence artefact?],0.3,-2,0,-10[fluorescence artefact?],-2
Fc1ccc2[nH]c3c(N4CCc5ccccc5C4)ncnc3c2c1,-1,3,-35,2,0.3,1,7,16,-11
CCCOc1ccc(Cn2c(=O)oc3ccc(C)cc32)cc1OC,3,7,-63,-1[fluorescence artefact?],-0.1,-2,-1,-2,6

# (cont.)
# Results follow in this order: TbHK1 inh, EP2 antag, EP2 modulator, eIF4E-4G inh, zVAD death inh, Calpain2 inh, Hck-Nef inh, 14-3-3 Bad PPI, Rad51 HR inh
Cc1ccccc1-n1nnnc1SCc1ncc(-c2ccccc2)o1
 : 0, nt, -55, -2, 0.4, 49, 1, -8, nt
OCCC1CN(Cc2cnc(-c3cccc4ccccc34)nc2)CCN1C1CCCCC1 (stereo not given)
 : 1, 9, -31, 0, 0.1, -33, 21, -10, 6
CC1C=CCC2C(=O)N(c3ccc(Cl)cc3O)C(=O)C12 (stereo not given)
 : 4, 10, 9, -4, 0.5, 11, 1, 10[fluorescence artefact?], nt
C=CCn1c(Cc2csc(N)n2)nnc1SCC(=O)Nc1ccccc1C(F)(F)F
 : -6, 7, 13, -6, 0.2, -11, 0, -1, -6
Cc1ccccc1NC(=S)NCc1ccco1
 : 2, 6, -6, 21, -0.9, -10, 4, -13[fluorescence artefact?], -3
COc1cc2[nH]c(=O)n(Cc3ccc(C(=O)NCC4CCCO4)cc3)c(=O)c2cc1OC (stereo not given)
 : -16, nt, 16, 5, 1.9, -13, 0, 6, nt
O=C(Nc1ccccc1)N(CCCN1CCOCC1)Cc1cccs1
 : 2, 9, 17, 5, -0.1, -19, 2, 2, 2
COC(=O)c1ccccc1NC(=O)c1cc2nc(C3CC3)cc(C(F)(F)F)n2n1
 : -3, 7, 33, 1, -0.1, i, 4, -11, nt
Cc1ccccc1-c1nnc(SCC#N)o1
 : -2, 15&7, -14&16, 3, 2.0, -14, 15, -3, 0
O=C(c1ccccc1)c1ccc(N2CCCC2)cc1
 : -5, 13, -31, 25, -0.7, 10, -1, -7[fluorescence artefact?], -3
CN1C(=O)c2cccc3c(Cl)ccc(c23)C1=O
 : -28, 11, 2, -2[fluorescence artefact?], -1.4, -31, 1, -5[fluorescence artefact?], 4
C/C(=N\NC(N)=O)c1ccccc1Cl
 : -16, 12, 1, 1, 0.5, 13, 2, 0, 13
CC(=O)c1ccccc1OC(=O)COc1ccc(Cl)cc1C
 : -2, 6, 40, 1, 0.7, -26, -113, -6, -8

# Screening data: PubChem, several laboratories
